# Vif-A3G inh = inhibitors of Vif-APOBEC3G interaction. HeLa A3G-eYFP + Vif (tagged APOBEC3G with the HIV-1 protein that degrades it), YFP fluorescence, overnight. Potency, µM (doses to about 46.1 µM), for inactives: at the highest dose activity, negative = active, usual class: inhibitors. 410,000 compounds, 0.076% hits. Q9HC16;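 further: potency means the concentration at half of the fitted maximal effect; on the % scale 0 is the no-effect control and ±100 the full control effect; nearly all actives have a fitted effect of over 60% in size; hits raise eYFP signal because A3G escapes Vif-driven loss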
#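 Read-out is eYFP fluorescence (Ex 488/Em 500-530) from Vif-expressing HeLa A3G-eYFP cells; more signal means A3G escaped Vif-mediated degradation. Cells plated overnight, compound pinned in, incubated overnight at 37 deg C.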
# USP1-UAF1 inh = inhibitors of human USP1/UAF1 deubiquitinase. O94782. recombinant USP1/UAF1, Ub-Rhodamine cleavage fluorescence. Potency, µM (doses to about 57.1 µM), for the others: at the top dose activity change, negative = inhibition, most hits filed as inhibitors. 390,000 compounds, 0.23% hits; further: potency means the concentration at half of the fitted maximal effect; on the % scale 0 is the no-effect control and ±100 the full control effect; nearly all actives have a fitted effect of over 60% in size; inactives centre near -12
#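 In this screen, compounds sit with the deubiquitinase complex (1nM) for 15 min at room temperature before Ub-Rho is added at 150nM final. Fluorescence rise is then followed for 6 reads every 60 seconds.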
# GRP78 ERSR act = inducers of ER stress response in human glioma cells; AID 602332; Potency, µM, inactives show top-dose activation, actives largely listed as activators; U87-MG GRP78 promoter luciferase reporter, 16 h; 420,000 compounds, 0.02% hits; further: potency means the concentration at half of the fitted maximal effect; series mostly up to about 76 µM; % of control where 0% means no effect; nearly all actives have a fitted effect of over 35% in size
#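 Stably transfected U87-MG glioma cells carrying a GRP78-based luciferase sensor; 16 h compound incubation. Luminescence end-point read 10 min after Bright-Glo addition at room temperature.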
# RGS4 inhibitor = inhibitors of human regulator of G protein signaling 4 | AID 504845 | P49798 | 390,000 compounds, 0.039% hits | Potency, µM (titrated, usually from 114 µM), without a hit: at the highest dose activity change, negative = inhibition, actives largely listed as inhibitors | Transcreener GDP fluorescence polarization, RGS4-accelerated GTP hydrolysis; further: potency means the concentration at half of the fitted maximal effect; on the % scale 0 is the no-effect control and ±100 the full control effect; nearly all actives have a fitted effect of over 75% in size; some results filed as inactive show a strong effect at the top dose
# Target sequence (P49798 whole entry, looked up): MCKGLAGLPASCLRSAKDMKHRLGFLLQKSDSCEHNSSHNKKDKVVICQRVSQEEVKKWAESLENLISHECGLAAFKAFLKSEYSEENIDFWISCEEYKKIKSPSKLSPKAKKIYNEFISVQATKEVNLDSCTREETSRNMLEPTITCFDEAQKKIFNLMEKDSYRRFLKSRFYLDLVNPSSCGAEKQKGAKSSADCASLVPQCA
#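 MLSMR compounds (23 nl, pin-transferred) preincubated 10 min at room temperature with a 500nM (2x) first reagent, then RGS4 at 900nM (2x) plus Transcreener GDP mix added; fluorescence polarization (620/688 nm) read before and after 90 min at 30 °C.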
# TrxR1 inh = blocks rat thioredoxin reductase 1 | O89049 | AID 588453 | recombinant rTrxR1, NADPH fluorescence consumption, selenite substrate | Potency, µM (highest dose often 114 µM), for inactives: top-dose activity change, negative = inhibition, hits mostly inhibitors | 390,000 compounds, 1% hits; further: potency means the concentration at half of the fitted maximal effect; on the % scale 0 is the no-effect control and ±100 the full control effect; nearly all actives have a fitted effect of over 65% in size
# Target sequence (O89049 whole entry, looked up): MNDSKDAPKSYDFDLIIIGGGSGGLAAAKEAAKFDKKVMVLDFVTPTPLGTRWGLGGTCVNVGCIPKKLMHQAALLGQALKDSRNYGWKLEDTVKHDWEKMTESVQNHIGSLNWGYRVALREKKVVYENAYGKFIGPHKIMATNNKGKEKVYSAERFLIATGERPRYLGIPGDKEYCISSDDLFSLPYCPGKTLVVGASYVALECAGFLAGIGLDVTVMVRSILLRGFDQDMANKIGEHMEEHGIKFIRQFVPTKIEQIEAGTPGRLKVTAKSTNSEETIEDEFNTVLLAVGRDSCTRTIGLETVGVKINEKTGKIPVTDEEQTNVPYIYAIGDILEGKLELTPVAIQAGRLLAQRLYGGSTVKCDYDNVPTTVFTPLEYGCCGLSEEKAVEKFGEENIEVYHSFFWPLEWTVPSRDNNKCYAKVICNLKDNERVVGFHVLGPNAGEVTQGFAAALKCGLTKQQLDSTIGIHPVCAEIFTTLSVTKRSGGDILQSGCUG
#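 Rat TrxR1 (90 nM in the dispensed reagent) was pre-reduced with 400 uM NADPH for 5 min at room temperature, then incubated with compound for 15 min. After 400 uM selenite was added, NADPH fluorescence (Ex 340/Em 450 nm) was followed for 8 min.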
# LDHA inh = LDHA (human) enzyme inhibition; P00338; purified LDHA, NADH/diaphorase-resazurin fluorescence; hits give low values; activity change, % (values are at about 110 or 230 µM); 480,000 compounds, 0.15% hits; AID 1347041; in the data active means activity change below about -30%; inconclusive means mostly about -25% to -30%;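 further: plate controls were DMSO wells for no effect and wells without enzyme for full effect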
#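 Human LDH5 (2 nM) was incubated with 0.06 mM NADH and 0.2 mM pyruvate for 5 min at room temperature in Tris pH 7.4. Remaining NADH was coupled through diaphorase/resazurin, and resorufin fluorescence was read at 0 and 20 min.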
# IDH1 R132H inh = blocks human mutant IDH1 R132H enzyme | IDH1-R132H enzyme, NADPH consumption, diaphorase/resazurin fluorescence | AID 602179 | O75874 | 390,000 compounds, 0.093% hits | Potency, µM (doses to about 76.6 µM), inactives show top-dose activity change, negative = inhibition, most hits filed as inhibitors; further: potency means the concentration at half of the fitted maximal effect; on the % scale 0 is the no-effect control and ±100 the full control effect; nearly all actives have a fitted effect of over 65% in size
# Target sequence (O75874 whole entry R132H, stated change not applied): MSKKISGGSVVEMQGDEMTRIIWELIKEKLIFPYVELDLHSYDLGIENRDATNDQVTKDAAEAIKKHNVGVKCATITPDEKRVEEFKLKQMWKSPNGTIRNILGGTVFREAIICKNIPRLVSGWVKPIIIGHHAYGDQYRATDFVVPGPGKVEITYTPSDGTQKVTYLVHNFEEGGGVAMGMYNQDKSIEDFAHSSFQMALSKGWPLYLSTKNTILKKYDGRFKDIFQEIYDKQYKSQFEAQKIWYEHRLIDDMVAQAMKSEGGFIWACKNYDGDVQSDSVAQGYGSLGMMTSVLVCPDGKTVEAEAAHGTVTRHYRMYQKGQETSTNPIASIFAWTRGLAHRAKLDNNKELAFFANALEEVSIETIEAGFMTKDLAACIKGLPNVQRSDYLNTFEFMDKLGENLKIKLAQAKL
#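 IDH1-R132H (0.5 ug/mL dispensed) in pH 7.5 Tris buffer was preincubated 30 min with compound, then given a substrate mix of 0.016 mM NADPH and 2 mM alpha-KG for 80 min at room temperature; remaining NADPH was read by diaphorase/resazurin fluorescence.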
# TrxR1 substrate = substrates of rat thioredoxin reductase 1; O89049; purified TrxR1 substrate turnover, NADPH consumption readout; Potency, µM (titrated, usually from 114 µM), for inactives: top-dose activity change, negative = substrate turnover; 390,000 compounds, 0.01% hits; further: potency means the concentration at half of the fitted maximal effect; on the % scale 0 is the no-effect control and ±100 the full control effect; nearly all actives have a fitted effect of over 50% in size
#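 Rat TrxR1, dispensed at 90 nM, was prereduced with 400 uM NADPH (final) for 5 min at ~22 deg C, then incubated with compound 15 min before 400 uM selenite. A first-read NADPH fluorescence drop versus no-compound background flagged substrates.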
# Vif-APOBEC3F blk = Vif-A3F binding inhibition | HeLa A3F-eYFP + Vif (tagged APOBEC3F with the HIV-1 protein that degrades it), YFP fluorescence increase | Potency, µM (doses to about 46.1 µM), for inactives: top-dose activity, negative = active | 390,000 compounds, 0.2% hits | AID 602313; further: potency means the concentration at half of the fitted maximal effect; % of control where 0% means no effect; nearly all actives have a fitted effect of over 65% in size
#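 HeLa cells stably expressing Vif plus C-terminally eYFP-tagged A3F were seeded, incubated overnight at 37 deg C, dosed with compound, incubated overnight again at 37 deg C. Yellow fluorescence (Ex 488/Em 500-530) reported blocked Vif-mediated A3F-eYFP degradation.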
# An asterisk follows results filed as active; ? = inconclusive; . = not tested or not shown; & = joins results of further samples; [ ] = remark or other dose. Unless noted, the call rests on the fitted dose curve; in most records, active means well fitted curve in the direction sought with a large enough effect; inconclusive means small, poorly fitted or top-dose-only effect, or another doubt; inactive means no such curve, though single readings can be large; an effect the other way counts as inactive or inconclusive.
# Preview (two entries):
SMILES,Vif-A3G inh,USP1-UAF1 inh,GRP78 ERSR act,RGS4 inhibitor,TrxR1 inh,LDHA inh,IDH1 R132H inh,TrxR1 substrate,Vif-APOBEC3F blk
CCC1CCCCN1CCCNC(=O)c1cc2c(=O)oc3ccc(C)cc3c2s1 (stereo not given),8%,-27%,-2%,-1%,?,2,3%,-7%,-25%
CC1CN(c2ncnc3c2oc2ccccc23)CC(C)O1 (stereo not given),0%,?,3%,-19%,4%,-3,11%,-6%,-6%

# All compounds of this part, previewed entries included:
SMILES,Vif-A3G inh,USP1-UAF1 inh,GRP78 ERSR act,RGS4 inhibitor,TrxR1 inh,LDHA inh,IDH1 R132H inh,TrxR1 substrate,Vif-APOBEC3F blk
CCC1CCCCN1CCCNC(=O)c1cc2c(=O)oc3ccc(C)cc3c2s1 (stereo not given),8%,-27%,-2%,-1%,?,2,3%,-7%,-25%
CC1CN(c2ncnc3c2oc2ccccc23)CC(C)O1 (stereo not given),0%,?,3%,-19%,4%,-3,11%,-6%,-6%
C/C(=N\N=C1\NC(=O)C(Cc2ccccc2)S1)c1ccccc1 (stereo not given),-10%,-22%,8%,-37%[56.9 µM],28%,1,8%,-2%,-10%
CCCC(=O)Nc1sc(C)c(-c2ccc(OC)cc2)c1C#N,0%,-10%,-3%,4%,-2%,-3,2%,-7%,5%
CCCCCCCNC(=O)c1ccc(N2CCC3(CC2)OCCO3)c([N+](=O)[O-])c1,1%,-27%,1%,-37%,-8%,-16,5%,-7%,0%
CC(C)CCNC(=O)[C@H](CSCc1ccccc1)N1Cc2ccccc2C1=O,0%,-26%,-3%,-4%,17%,-1,5%,-2%,4%
CCN(CC)S(=O)(=O)c1cccc(C(=O)N[C@H](C(=O)Nc2nc3ccc(F)cc3s2)C(C)C)c1,-12%,-12%,3%,22%,-1%,-3,3%,-9%,-12%
COCCNC(=O)CSc1ccccc1C(=O)NC1CCCc2ccccc21 (stereo not given),2%,5%,-2%,-10%,12%,-13,-7%,-3%,-38%
COC(=O)[C@]1(C)N[C@H](CN(C)C(=O)COc2ccccc2)[C@@H]2C(=O)N(C)C(=O)[C@@H]21,2%,-23%,-3%,-10%,6%,0,2%[38.3 µM],5%,-3%
CCCCNC(=O)CN1C(=O)NC2(CCOc3ccccc32)C1=O (stereo not given),-5%,-11%,-3%,-13%,12%,-5,17%,6%,-16%
Fc1ccc2[nH]c3c(Cl)ncnc3c2c1,2%,-17%,-1%,11%,30%,-10,6%,58%[activator],0%
CCn1cc(CCCC(=O)NCc2cccc(OC)c2)c2ccccc21,-2%,-21%,-1%,2%,5%,-1,8%,-4%,1%
CCN(CCS(=O)(=O)c1ccc(Cl)cc1)C(=O)Nc1ccc(Cl)cc1,2%,-22%,-4%,-9%,13%,-6,0%,0%,?
CCCCOC(=O)c1ccc(NC(=O)Cc2coc3ccc(C(C)C)cc23)cc1,-2%,-26%,0%,5%,18%,6,21%,-9%,-11%
CC(=O)NNC(=S)NC(=O)c1cccc([N+](=O)[O-])c1,1%,-3%,-7%,-15%,50µM*,1,7%,5%,-21%
CCCCC1=CC2=CC(=O)C(C)(OC(=O)CC)C(=O)C2=CN1CCN1CCOCC1 (stereo not given),1%,?,-2%,0%,-1%[57.1 µM],14,5%,-9%[57.1 µM],-2%
COC(=O)c1ccc(C(=O)N2CCCC(CNC(=O)c3ccc(F)cc3)C2)cc1 (stereo not given),3%,-8%,-3%,-12%[56.9 µM],22%[57.1 µM],-4,-9%,5%[57.1 µM],-3%
COc1ccc(S(=O)(=O)NCCc2csc3nc(-c4ccc(OC)c(OC)c4)nn23)cc1C,-2%,-28%,-1%,-14%,7%[57.1 µM],1,-7%,-2%[57.1 µM],3%
COc1ccc(C(=O)Nc2ccccc2C(=O)NCCN2CCOCC2)cc1OC,2%,-27%,2%,15%,5%,-5,0%,-4%,2%
CN(CC(=O)Nc1ccc(F)cc1)C(=O)c1ccc(OCc2cn3ccccc3n2)cc1,0%,10%,0%,9%,0%[2.29 µM],-2,-2%,20%[57.1 µM],4%
Cc1ccc(-n2nc(C)c3c(C)c(CCC(=O)NCC4CCCO4)c(=O)n(C)c32)cc1 (stereo not given),0%,-19%,-3%,19%,11%,-9,-7%,3%,1%
CCOC(=O)c1ccc(S(=O)(=O)N2CCC(N3CCCCC3)CC2)cc1,-3%,-24%,-5%,-6%,27%,-4,11%,2%,-4%
Cc1nnc(NC(=O)c2ccc3c(c2)NC(=O)CS3)s1,1%,-11%,1%,-26%,13%,-9,-12%,-1%,-4%
Cc1ccc(-n2c(=O)c3cccnc3n2CC(=O)Nc2cc(Cl)ccc2C)cc1,1%,-26%,-5%,10%,5%[57.1 µM],-1,7%,13%[57.1 µM],-6%
O=c1c2cccnc2n(Cc2cccc(F)c2)c(=O)n1Cc1ccccc1Cl,-2%,-24%,-1%,4%,28%,-11,-6%,3%,4%

# Continued.
SMILES,Vif-A3G inh,USP1-UAF1 inh,GRP78 ERSR act,RGS4 inhibitor,TrxR1 inh,LDHA inh,IDH1 R132H inh,TrxR1 substrate,Vif-APOBEC3F blk
C=CC[n+]1cccc2cc(Br)ccc21,-2%,.,0%,.,13%,.,.,-5%,.
COc1ccc(NC(=O)C2CCCO2)c(OC)c1 (stereo not given),0%,-11%,-5%,-16%,19%,-3,12%,1%,-7%
COc1ccc(O)c(-c2[nH]ncc2C(=O)c2ccccc2C)c1,-4%,0%,-4%,11%,-5%,0,21%,-6%,-5%
COC(=O)c1c(C)[nH]c(C(=O)CSc2ncnc3sc(-c4ccccc4)cc23)c1C,2%,4%,-5%,26%,16%,-6,1%,8%,-25%
C/C(=N\NC(=S)NC(C)C)c1ccccc1OC(F)F,-1%,-3%,-7%,-15%,13%[57.1 µM],-1,4%,4%[57.1 µM],?
O=C(c1cccc2ccccc12)N1CCN(Cc2ccccc2F)CC1,8%,-11%,-5%,15%,19%,-15,-4%,-2%,3%
Cc1ccccc1CNC(=O)CCn1nc(C)c2c(C)n(-c3ccccc3)nc2c1=O,-8%,-17%,-5%,-6%[56.9 µM],22%[57.1 µM],1,-6%,5%[57.1 µM],-3%
Cc1ccc(C)c2sc(NC(=O)c3ccc(N4C(=O)CCC4=O)cc3)nc12,1%,-7%,-1%,0%,49%,-9,16%,12%[57.1 µM],-1%
CCCC(=O)NC(=S)NNC(=O)c1ccc([N+](=O)[O-])cc1,1%,-18%,-2%,-48%,?,3,13%,-19%,-6%
Cc1ccc(C)c(NS(=O)(=O)c2ccc(-c3ccc(=O)[nH]n3)o2)c1,1%,-19%,1%,-22%,-27%,-1,0%,-2%,-27%
CC(=O)/C(N=Nc1ccc2c(c1)OCO2)=C(\C)O,-3%,-16%,3%,-3%,-13%,-6,0%,-9%,2%
CCOCCCNC(=O)Cn1ncc2c([nH]c3ccccc32)c1=O,-2%,-1%,-2%,5%,12%,-5,-7%,13%,-2%
O=C(NCC(c1cccs1)N1CCOCC1)c1cccnc1 (stereo not given),1%,-5%,-5%,-8%,-9%,-6,9%,-3%,3%
N=c1oc2ccc(Br)cc2cc1C(=O)NCc1ccc(F)cc1,2%,-20%,-6%,-13%,-16%,0,10%,-5%,0%
CCC(C(=O)OCC(=O)NCc1ccc2c(c1)OCO2)c1ccccc1 (stereo not given),3%,-12%,-3%,0%,11%,2,-12%,-5%,7%
Cc1cccc(C(=O)NNC(=O)c2ccc(NS(=O)(=O)c3cccs3)cc2)c1C,-3%,-14%,-3%,27%,14%,0,-5%,-3%,0%
CC(=O)/C(=N\Nc1cccc(Cl)c1)Sc1cccc2cccnc12,-3%,-12%,-3%,0%,1%[57.1 µM],-4,19%,8%,7%
O=C(Cn1nc2c(cc1=O)CCCC2)NCc1ccccc1Cl,2%,7%,5%,-20%,15%[57.1 µM],-3,-11%,1%[57.1 µM],-1%
Cc1ccc(C(=O)NNC(=O)c2ccoc2C)s1,-1%,-16%,1%,9%,5%[57.1 µM],-4,0%,2%[57.1 µM],-1%
CC(C)CC(NC(=O)C1CCC(C)CC1)C(=O)NCc1cccnc1 (stereo not given),-4%,-18%,-2%,2%,-2%,4,2%,-4%,2%
CNC(=O)CSc1nnc(-c2ccco2)n1-c1ccc(C)cc1,2%,-14%,2%,9%,-24%,1,6%,-2%,1%
Cn1c(=O)c2c(nc(SCC(=O)Nc3ccc(F)cc3)n2Cc2ccccc2)n(C)c1=O,-6%,-10%,-2%,-16%,23%,-1&-2,-3%,2%,-4%
CC(CNC(=O)C1CCN(C(=O)N2CCOc3ccc(Cl)cc32)CC1)c1ccccc1 (stereo not given),-1%,-19%,-4%,2%,10%,-5,-3%,4%,3%
CN(C)C(=O)CCc1ccc2c3c([nH]c2c1)[C@]1(C)[C@@H](C(=O)N2CCOCC2)C[C@H](CC(=O)NCCCn2ccnc2)C(=O)N1CC3,-2%,?,0%,-2%,0%,-2,-8%,0%,-5%
CCN(CC)C(=O)[C@H]1CC(CC(=O)NC/C=C(\C)CCC=C(C)C)C(=O)N2CCc3c([nH]c4ccc(OC)cc34)[C@]12C (stereo not given in full),-5%,-12%,-1%,12%,3%,4,2%,-8%,0%
COc1ccc(-c2cc(C)nc(SCC(=O)c3cccc([N+](=O)[O-])c3)n2)cc1,2%,-16%,-3%,-23%,14%,1,2%,2%[57.1 µM],-16%

# Some of the compounds tested; the hit share may differ from the screen's.
